# Compound activity deposited in PubChem by several laboratories.
# ABHD5-PLIN5 inh = ABHD5-PLIN5 protein interaction inhibition; Q00G26+Q8WTS1; Split G. princeps luciferase complementation, luminescence, 4 h; inhibition, % at 4 µM; 0.78% of 360,000 active;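 active = inhibition above the mean inhibition across every tested compound plus 3 SD, cut at about 22% in these data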;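 also: 0% = DMSO only wells and the 100% control is not disclosed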
# MC4R ag barr = agonists of human melanocortin 4 receptor (MC4R) beta-arrestin | P32245 | U2OS MC4R beta-arrestin complementation, luminescence; percent of melanotan II response, DMSO zero | activation, % at 8.9 µM | 0.98% of 360,000 active | AID 540308;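 active = activation above a per-plate cutoff, the mean activation of sample wells on that plate plus 3 SD, cut at about 8% in these data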
# MC4R antag cAMP = human MC4R antagonism in cAMP assay; inhibition, % at 6.5 µM; AID 540295; 0.48% of 360,000 active; MC4R-expressing cells, MTII-stimulated cAMP, LANCE TR-FRET;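 active = inhibition above its plate's cutoff, the mean of tested wells on that plate plus 3 SD, cut at about 29% in these data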;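 also: 0% = Melanotan II alone and 100% = Melanotan II plus saturating MCL0020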
#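 Material – human MC4R-expressing U2OS cells · Repeats – no replicates · Detection – TR-FRET with Eu-cAMP and labeled anti-cAMP, 671 nm · Times – compound 30 min, challenge 1 h, detection 1 h · Compound – single nominal compound dose of 6.5 µM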
# SRC3 inh = human NCOA3 inhibition; Q9Y6Q9; HEK293 GAL4-SRC3 luciferase reporter, luminescence; inhibition, % at 3.6 µM; 0.17% of 360,000 active; AID 588352;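 active = inhibition above a per-campaign cutoff, the mean of all compounds plus 3 SD, cut at about 60% in these data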;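 also: 0% = DMSO-treated cells and 100% = gossypol-treated cells at 36 µM; higher means less SRC3-driven luciferase light from the GAL4 reporter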
# TLR9-MyD88 inh = blocks human TLR9 binding to MyD88; Q9NR96+Q99836; CHO BLA complementation TLR9-MyD88, CCF4 FRET ratio; inhibition, % at 4.98 µM; 0.21% of 340,000 active; AID 504734;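 active = inhibition above the mean over all tested compounds plus 3 SD, cut at about 21% in these data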;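 also: 0% = DMSO only wells and 100% = clavulanate BLA inhibitor control wells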
# NOD2-RIPK2 inh = blocks binding of human NOD2 to RIPK2 | O43353 | CHO BLA complementation NOD2-RIPK2, CCF4 ratio | inhibition, % at 4.98 µM | 0.38% of 360,000 active; in the data active = inhibition above about 21%;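 also: 0% = vehicle only and 100% = reference blocker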
# COUP-TFII inh = blocks human COUP-TFII nuclear receptor; 0.7% of 370,000 active; P24468; AID 686940; HEK293T NGFI-A luciferase reporter, luminescence; inhibition, % at 8.6 µM;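 active = inhibition above a per-plate cutoff, mean inhibition of test wells between control levels plus 3 SD, cut at about 38% in these data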;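 also: cells cotransfected with COUP-TFII expression vector driving the NGFI-A reporter; 0% = median of COUP-TF2 test wells and 100% = reporter-only cells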
# LRH-1 inv ag = inverse agonists of human LRH-1 (NR5A2) | O00482 | HEK293T StAR-luciferase reporter, LRH-1 transfected, 24 h | inhibition, % at 3.6 µM | 0.13% of 360,000 active;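 active = inhibition above the mean inhibition of all tested compounds plus 3 SD, cut at about 73% in these data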;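 also: 0% = DMSO wells and 100% = reporter-only cells lacking LRH-1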
# SRC2 inh = inhibits human steroid receptor coactivator 2. AID 651957. inhibition, % at 9 µM. Q15596. 0.17% of 370,000 active. HEK293 GAL4-SRC2 luciferase reporter, luminescence;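 active = inhibition above the mean inhibition of all tested compounds plus 3 SD, set per campaign, cut at about 52% in these data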;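 also: 0% = DMSO treated cells and 100% = cells given Gossypol at 36 µM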
# EBV LMP1 NFkB = inhibitors of Epstein-Barr LMP1-induced NF-kappaB reporter; LMP1-induced NF-kappaB luciferase reporter cells, luminescence; inhibition, % at 12.5 µM; 0.69% of 350,000 active; in the data active = inhibition above about 41%;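 also: 0% = neutral control wells and 100% = reference inhibitor control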
# SRC1 inh = inhibits human SRC1 coactivator | Q15788 | HEK293 GAL4-SRC1 luciferase reporter, luminescence | inhibition, % at 3.6 µM | 0.12% of 360,000 active;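 active = inhibition above the campaign mean plus 3 SD, with each screening campaign given its own cutoff, cut at about 60% in these data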;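 also: 0% = DMSO treated cells and 100% = gossypol at 36 µM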
# Active calls of the source: *; nt = not tested or not shown. The list is partial (hit frequency here may not be typical).
# The first 13 compounds (preview)
nr	ABHD5-PLIN5 inh	MC4R ag barr	MC4R antag cAMP	SRC3 inh	TLR9-MyD88 inh	NOD2-RIPK2 inh	COUP-TFII inh	LRH-1 inv ag	SRC2 inh	molecule	EBV LMP1 NFkB	SRC1 inh
1	7	0.4	15	37	-3	4	3	23	-24	Cc1ccc(-n2cccn2)c(CN2CCCC(C(=O)c3sccc3C)C2)c1 (stereo not given)	4	-2
2	3	-2.3	3	0	9	-4	6	-2	3	CCc1ccccc1NC(=O)c1ccc(-n2c(C)ccc2C)cc1	17	-1
3	-22	0.1	-3	-21	12	-5	-4	-18	-43	Cc1ccc(C)c(NC(=S)NNC(=S)Nc2ccc(C(C)C)cc2)c1	-18	-20
4	3	-0.9	18	-15	-1	-7	-13	14	3	COc1ccc(NC(=O)Cc2nnc(SCC(=O)Nc3ccccc3)n2C)cc1	-8	-14
5	6	-0.7	0	-11	nt	-6	6	-5	-18	CC(C)NC(=O)C1(C)CCN1C(=O)C/C=C/c1ccccc1 (stereo not given)	nt	9
6	4	-0.9	15	24	-4	-6	-2	21	3	COc1ccccc1Oc1cc(C#N)c(C#N)cc1-n1nnc2ccccc21	8	9
7	-1	-1.8	7	9	-1	-2	5	12	-11	COc1ccc(NC(=S)Nc2ccc(S(N)(=O)=O)cc2)c(OC)c1	1	-7
8	-3	1.1	10	1	-3	-3	17	-17	26	C=CCn1c(SCC(=O)c2ccc(O)c(O)c2)nnc1-c1ccc(C)cc1	-14	-1
9	5	-1.3	5	-7	-9	-2	30	1	-28	COc1ccccc1-c1noc(-c2ccccc2C(=O)NCc2ccco2)n1	4	12
10	-6	0.9	3	-22	12	2	9	16	9	O=C(CCCN1CCC(C(=O)c2ccc(F)cc2)CC1)c1ccc(F)cc1	-11	0
11	-4	2.7	-4	5	-4	-10	8	-13	8	O=S1(=O)CCN(C2CCCCCCCCCCC2)CC1	4	15
12	-2	-1.1	10	14	-2	-13	-8	1	-3	Cc1nnsc1-c1c(C(=O)N2CCOCC2)c(C)nn1-c1ccccc1	2	12
13	-7	-2.4	1	-5	nt	0	10	-19	-15	O=C(O)CC1(CC(=O)Nc2ccc3ccccc3n2)CCCCC1	0	-6

# The listing, repeating the preview:
nr	ABHD5-PLIN5 inh	MC4R ag barr	MC4R antag cAMP	SRC3 inh	TLR9-MyD88 inh	NOD2-RIPK2 inh	COUP-TFII inh	LRH-1 inv ag	SRC2 inh	molecule	EBV LMP1 NFkB	SRC1 inh
1	7	0.4	15	37	-3	4	3	23	-24	Cc1ccc(-n2cccn2)c(CN2CCCC(C(=O)c3sccc3C)C2)c1 (stereo not given)	4	-2
2	3	-2.3	3	0	9	-4	6	-2	3	CCc1ccccc1NC(=O)c1ccc(-n2c(C)ccc2C)cc1	17	-1
3	-22	0.1	-3	-21	12	-5	-4	-18	-43	Cc1ccc(C)c(NC(=S)NNC(=S)Nc2ccc(C(C)C)cc2)c1	-18	-20
4	3	-0.9	18	-15	-1	-7	-13	14	3	COc1ccc(NC(=O)Cc2nnc(SCC(=O)Nc3ccccc3)n2C)cc1	-8	-14
5	6	-0.7	0	-11	nt	-6	6	-5	-18	CC(C)NC(=O)C1(C)CCN1C(=O)C/C=C/c1ccccc1 (stereo not given)	nt	9
6	4	-0.9	15	24	-4	-6	-2	21	3	COc1ccccc1Oc1cc(C#N)c(C#N)cc1-n1nnc2ccccc21	8	9
7	-1	-1.8	7	9	-1	-2	5	12	-11	COc1ccc(NC(=S)Nc2ccc(S(N)(=O)=O)cc2)c(OC)c1	1	-7
8	-3	1.1	10	1	-3	-3	17	-17	26	C=CCn1c(SCC(=O)c2ccc(O)c(O)c2)nnc1-c1ccc(C)cc1	-14	-1
9	5	-1.3	5	-7	-9	-2	30	1	-28	COc1ccccc1-c1noc(-c2ccccc2C(=O)NCc2ccco2)n1	4	12
10	-6	0.9	3	-22	12	2	9	16	9	O=C(CCCN1CCC(C(=O)c2ccc(F)cc2)CC1)c1ccc(F)cc1	-11	0
11	-4	2.7	-4	5	-4	-10	8	-13	8	O=S1(=O)CCN(C2CCCCCCCCCCC2)CC1	4	15
12	-2	-1.1	10	14	-2	-13	-8	1	-3	Cc1nnsc1-c1c(C(=O)N2CCOCC2)c(C)nn1-c1ccccc1	2	12
13	-7	-2.4	1	-5	nt	0	10	-19	-15	O=C(O)CC1(CC(=O)Nc2ccc3ccccc3n2)CCCCC1	0	-6
14	-2	-0.5	2	12	-8	-8	10	2	-12	COCCCN(C(=O)c1ccccc1F)c1nc(-c2ccc(OC)cc2)cs1	14	9
15	-5	-0.9	-8	-42	6	-2	-41	-173	-64	O=[N+]([O-])c1cccnc1NCCNc1ncc(C(F)(F)F)cc1Cl	-56	-177
16	-5	-0.1	-2	6	-1	5	11	9	-13	CC1CCN(C(=O)c2nc[nH]c2C(=O)O[C@H](C)c2ccccc2)CC1	-4	-13
17	-6	-1.1	5	12	-22	-2	11	6	-22	COc1ccccc1-c1cn[nH]c1-c1ccc(OCC(=O)NN)cc1O	3	8
18	9	-0.3	-10	10	0	1	-1	-7	11	Cn1c(=O)c2[nH]c(N=Nc3ccc(N)cc3N)nc2n(C)c1=O	51*	13
19	-5	0.8	-1	-22	-8	1	-23	-59	-14	CC(SC1=NCCS1)C(=O)Nc1nnc(-c2ccc(Cl)cc2)s1 (stereo not given)	-8	-8
20	9	1.5	7	9	9	6	-16	-4	17	COc1ccc(C(=O)OCC(=O)NC2CCCCCCC2)cc1OC	-8	6
21	1	-1.0	33*	13	-5	1	1	2	-12	COc1ccc(CCN2C(=O)CC(N3CCN(S(=O)(=O)c4ccccc4)CC3)C2=O)cc1OC (stereo not given)	0	-6
22	7	-1.1	10	15	-6	8	-14	13	-10	N#C/C(=C\c1ccccc1[N+](=O)[O-])C(=O)NC1CCCCC1	11	2
23	-4	-0.1	3	12	-2	2	-22	-4	23	Nn1c(SCc2cc([N+](=O)[O-])cc3c2OCOC3)nnc1-c1ccccn1	-4	-5
24	-1	-2.7	3	19	3	7	20	-2	8	COc1cc2c(cc1OC)C(C(=O)Nc1cccc(C)n1)C(c1cccnc1)N(C)C2=O (stereo not given)	8	4
25	-2	-1.7	-2	9	-3	-7	-6	4	0	CN(c1ccc(OCC(=O)N2CCC(C(N)=O)CC2)cc1)S(=O)(=O)c1cccs1	15	9
26	-5	-0.6	3	1	-1	-1	-1	-13	-20	CCOc1ccc(/C(O)=C2/C(=O)C(=O)N(c3cc(C)on3)C2c2ccc(C(=O)OC)cc2)cc1 (stereo not given)	10	1
27	1	0.8	-4	8	4	-6	7	-7	-19	Cc1ccccc1Nc1c(-c2ccccn2)nc2c(C)cccn12	-2	-27
28	5	-0.9	2	8	6	4	8	4	-11	O=C1CC2(CCN(C(=O)c3ccccc3F)CC2)Oc2ccccc21	15	-4
29	5	0.3	-1	-6	7	-16	4	5	-5	O=C(COc1ccccc1Br)N1CCN(C(=O)c2ccco2)CC1	3	2
30	-7	-2.0	0	0	-14	-7	7	-24	3	COc1cc(/C=N/NC(=O)c2cc(C)oc2C)cc(OC)c1OC	5	-12
31	5	0.9	0	12	3	-8	-5	-19	18	CCOc1ccc(S(=O)(=O)N(CC)CC(=O)NCc2ccco2)cc1C	-7	-5
32	-1	1.4	10	12	17	2	-3	17	-38	CC(=O)c1sc(NC(=O)C2=NN(c3ccccc3)C(=O)CC2)nc1C	6	-47
33	5	-0.7	2	11	-9	-2	1	-10	10	COc1ccc(CS(=O)(=O)CC(C)(O)c2ccccc2)cc1 (stereo not given)	-10	1
34	-1	0.1	5	-38	6	1	-23	-36	-39	Cc1ccc(NC(=O)CCCc2ccccc2)c([N+](=O)[O-])c1	-15	-59
35	3	-2.6	-10	-45	0	3	-22	-25	-76	CCOC(=O)C1(Cc2cccc(OC)c2)CCCN(C(=O)CCc2cccnc2)C1 (stereo not given)	-31	-27
36	4	-0.6	0	10	-11	-6	-3	21	16	O=C1CSC(=Nc2ccc(O)cc2)N1c1ccc(O)cc1	-6	-15
37	-2	-3.5	4	19	1	4	16	-1	6	Cc1ccc2c(c1)cc(CN(Cc1ccco1)C(=O)N1CCOCC1)c1nnnn12	-1	9
38	5	nt	nt	nt	nt	1	11	0	20	COc1cccc(C(=O)NCCNc2nc3cc(C)cc(C)c3cc2C#N)c1	nt	nt
39	-4	0.3	0	-8	-15	3	1	-8	-8	Cc1nc([N+](=O)[O-])cn1CCCCN1C(=O)c2ccccc2C1=O	-4	-12
40	0	-0.6	6	-22	-8	-7	-13	-15	5	Cn1c(SCC(=O)c2ccccc2F)nnc1C1CC1	-28	-55
41	2	-1.7	3	0	1	-8	13	16	11	CSc1cccc(NC(N)=S)c1	5	7
42	-3	-1.1	6	12	8	-16	-9	-8	-23	Cn1cccc1C(=O)NC(=O)COC(=O)CCNS(=O)(=O)c1ccc(Cl)cc1	-4	8
43	5	-3.5	4	3	9	3	-4	3	5	COc1ccc(CCNC(=O)c2cc(S(=O)(=O)N3CCOCC3)ccc2N2CCCC2)cc1OC	-4	-8
44	5	-1.9	12	-5	-10	-4	nt	-16	nt	C[C@]12c3[nH]c4cc(-c5ccco5)ccc4c3CCN1C(=O)[C@@H](CC(=O)NCCC1=CCCCC1)C[C@@H]2C(=O)N1CCOCC1	-2	-2
45	10	-1.8	4	2	-4	2	-13	21	-16	CC1(C)CC(CCNC(=O)c2ccco2)CC(C)(C)N1	-2	-54
46	7	-2.0	10	1	-2	-6	8	7	5	CN(C[C@@H](Cc1cccc2ccccc12)N(C[C@H](Cc1ccccc1)N(CCc1ccccc1)N=O)N=O)N=O	-2	9
47	-3	-2.2	5	9	-3	10	3	1	-40	Cc1ccc(CN2CCN(C3CSCCSC3)CC2CCO)cc1 (stereo not given)	1	-10
48	-4	-2.1	11	4	-10	17	33	11	9	CCOC(=O)C1(CCOC)CCN(C/C=C/c2ccccc2OC)CC1	7	-5
49	1	0.9	-3	1	5	-5	7	23	-14	CC(=O)NC12CC3CC(C1)CC(C(=O)NCC(=O)Nc1c(C)cc(C)cc1C)(C3)C2	-6	-14
50	6	0.6	6	-53	-7	4	-8	-140	-31	COc1cc(SC)ccc1C(=O)Nc1cccc(C)n1	-3	-108
51	9	nt	nt	nt	nt	6	-14	22	19	CCOC(=O)N1CCN(C(=O)C[C@@H]2C[C@@]3(C(=O)OC)CCCCC=C3N(Cc3cccc4ccccc34)C2=O)CC1	nt	nt
52	2	-1.0	-3	33	-13	-14	2	38	-6	COC1C(OC(=O)/C=C/C=C/C=C/C=C/C(=O)O)CCC2(CO2)C1C1(C)OC1CC=C(C)C (stereo not given) (tested in a mixture with another compound)	4	26
